FEN1 inh: blocks human flap endonuclease 1 | AID 588795 | hit rate 0.35% among 390,000 | Potency, µM (top dose mostly 114 µM), for the others: at the highest dose activity change, negative = inhibition, most hits filed as inhibitors | P39748 | Recombinant FEN1 flap cleavage, fluorescence, 15 min; further: nearly all actives have a fitted effect of over 65% in size
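FEN1 at 10 nM, compound pretreatment for 15 min (room temperature), 50 nM final substrate to initiate; endpoint reads at 0 and 15 min; DMSO-only plates used as vehicle background.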
KAT2A inh: GCN5L2 (KAT2A) acetyltransferase inhibition. Q92830. AID 504327. GCN5L2 HAT assay, ThioGlo1 CoA-SH fluorescence. Potency, µM (series often up to 58.9 µM), for inactives: top-dose activity change, negative = inhibition, actives largely listed as inhibitors. hit rate 0.21% among 390,000
Target sequence (Q92830 whole entry, looked up): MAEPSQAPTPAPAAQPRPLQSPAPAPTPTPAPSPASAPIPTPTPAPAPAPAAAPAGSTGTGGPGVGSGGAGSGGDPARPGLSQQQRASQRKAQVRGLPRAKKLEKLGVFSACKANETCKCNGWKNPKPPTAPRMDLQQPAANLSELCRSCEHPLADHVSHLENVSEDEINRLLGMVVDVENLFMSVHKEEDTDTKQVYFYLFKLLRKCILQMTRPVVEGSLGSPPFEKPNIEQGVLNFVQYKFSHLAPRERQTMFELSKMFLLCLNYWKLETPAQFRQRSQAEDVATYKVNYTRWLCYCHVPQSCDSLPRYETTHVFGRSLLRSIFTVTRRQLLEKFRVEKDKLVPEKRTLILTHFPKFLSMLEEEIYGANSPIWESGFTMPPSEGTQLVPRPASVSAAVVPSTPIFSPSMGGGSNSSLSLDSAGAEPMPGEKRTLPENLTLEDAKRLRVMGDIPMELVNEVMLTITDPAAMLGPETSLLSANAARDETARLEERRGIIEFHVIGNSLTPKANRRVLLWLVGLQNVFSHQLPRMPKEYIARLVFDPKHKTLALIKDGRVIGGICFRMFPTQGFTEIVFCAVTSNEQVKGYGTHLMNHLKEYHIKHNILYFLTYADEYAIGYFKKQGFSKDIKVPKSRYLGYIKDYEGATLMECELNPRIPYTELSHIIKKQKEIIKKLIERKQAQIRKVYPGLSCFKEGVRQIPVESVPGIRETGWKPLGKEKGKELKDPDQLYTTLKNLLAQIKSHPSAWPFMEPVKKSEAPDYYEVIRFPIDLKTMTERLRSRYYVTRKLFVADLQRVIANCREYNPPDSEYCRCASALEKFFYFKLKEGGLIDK
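qHTS, 1536-well. 20nM enzyme, pH 7.5 HEPES/EDTA/Tween-20 buffer; 15 min compound preinc., RT. Start: 75uM H3(1-25), 70uM AcCoA, 50uM ThioGlo1. Read Ex340/Em540 at t=0 (autofluorescence flag) and t=20 min.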
N370S GC: inhibitors or activators of N370S glucocerebrosidase for Gaucher disease; P04062; N370S GC spleen homogenate, 4MU-glucoside fluorescence; Potency, µM (doses to about 59.4 µM), for inactives: top-dose activity change, negative = inhibition, actives largely listed as inhibitors; hit rate 0.092% among 330,000; AID 2101;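 further: 0% = full enzyme activity and -100% = no enzyme basal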
* marks the source's active call; other numbers are inactive results; ? = inconclusive; . = not tested or not shown; & = joins results of further samples; [ ] = remark or other dose. The call rests on the fitted dose curve; in most records, active means well fitted curve in the direction sought with a large enough effect; inconclusive means small, poorly fitted or top-dose-only effect, or another doubt; inactive means no such curve, though single readings can be large; an effect the other way counts as inactive or inconclusive. Unless noted, on the % scale 0 is the no-effect control and ±100 the full control effect; potency means the concentration at half of the fitted maximal effect. An unsorted share of the library, and some 0.54% of all compounds hit somewhere here.

molecule	FEN1 inh	KAT2A inh	N370S GC
O=C(CCCCCN1C(=O)[C@@H]2Cc3ccccc3CN2C1=O)Nc1ccccc1Cl	0%	-8%	-3%
COc1ccc(NC(=O)C(=O)NCCc2csc(-c3ccc(Cl)cc3)n2)cc1OC	2%	-7%	.
CC(=O)N1c2ccc(S(=O)(=O)NCC3CCC(C(=O)Nc4ncccc4C)CC3)cc2CC1C (stereo not drawn)	0%	2%	-6%
CCCCOCCCn1cnc2c([nH]c3cc(OC)ccc32)c1=O	-7%	-11%	3%
N#Cc1cc([N+](=O)[O-])ccc1NC(=O)COC(=O)CCC1CCCCC1	.	-11%	-10%
CCN1C(=O)C2C(C1=O)N1C(c3ccccc3)C3C(=O)N(CC)C(=O)C3N1C2c1ccccc1 (stereo not drawn)	0%	-1%	6%
Cc1cc(C)n(-c2nc3ccccc3nc2NCCc2ccccc2)n1	9%	-6%	0%
COC(=O)CSc1nnc(NC(=O)C2CC(=O)N(c3ccc(F)cc3)C2)s1 (stereo not drawn)	4%	?	6%
COc1ccccc1N1CCN(C(=O)Cc2c(C(=O)O)c(C)cn2C)CC1	0%	2%	.
CN=C(Nc1ccccc1)SC1CC(=O)N(c2ccc(C(=O)OC)cc2)C1=O (stereo not drawn)	-5%	?	.
Cc1cc(=O)[nH]c2c1c(C)nn2C1CCCC1	6%	1%	0%
COc1ccc(CNC(=O)C[C@H]2C[C@H](C(=O)N3CCCCC3)[C@@]3(C)c4[nH]c5ccc(Cl)cc5c4CCN3C2=O)cc1OC	-23%	-4%	.
CN(C)CCCNc1oc(-c2ccc(Cl)cc2)nc1S(=O)(=O)c1ccccc1	-7%	1%	.
CCOc1ccc(N(CC(=O)N2CCOCC2)S(=O)(=O)c2ccc(SC)cc2)cc1	-1%	-4%	0%
COc1ccc(NC(=O)c2ccc(NS(=O)(=O)c3cccc4cccnc34)cc2)cc1	3%	-15%	6%
Cc1ccc(/C=N/n2c(-c3ccc(Cl)cc3)n[nH]c2=S)o1	4%	2%	1%
COc1ccc2[nH]c3c(c2c1)CCN1C(=O)C(CC(=O)NCc2ccc(OC)c(OC)c2)C[C@H](C(=O)N2CCCCC2)[C@@]31CCc1ccccc1 (stereo partly drawn)	1%	-9%	.
N#Cc1ccc(COC(=O)c2cnc(Cl)c(Cl)c2)cc1	-13%	-3%	-6%
COc1ccc(S(=O)(=O)N2CCCC2CNC(=O)C(=O)NCCc2ccccc2)cc1 (stereo not drawn)	-14%	2%	-9%
N#Cc1ccc(N[C@@H]2CCN3C(=O)c4ccccc4[C@@H]3C[C@H]2O)cc1	-2%	-1%	.
C=C(C)C1CC[C@]2(CO)CC[C@@]3(C)[C@H](CCC4[C@@]5(C)CCC(O)C(C)(C)C5CC[C@@]43C)C12 (stereo partly drawn)	.	-18%	12%
CCN(CC)S(=O)(=O)c1ccc(OC(C)C)c(NC(=O)c2c3c(nc4ccccc24)CCN(Cc2ccccc2)C3)c1	-5%	-2%	0%
CC(C)(C)n1cnc2cc(NCc3ccc(Br)cc3)ccc21	6%	-18%	-8%
CC(=O)c1ccc2c(ccc3ccccc32)c1	-12%	-3%	-1%
O=C(CSc1ccccc1F)NC(=O)c1ccccc1Br	-3%	-1%	.
COC(=O)C1=C(C(=O)OC)[C@@H]2N(C)c3ccc(OC)cc3[C@@]23C[C@@H](C(=O)OC)N(C(=O)c2cc(C)oc2C)C3=N1	7%	.	-7%[12.8 µM]
Nc1c2c(nc3ccc(Br)cc13)N(c1ccccc1)CC2	-9%	-4%	12%
CC1CCCC(C)N1C(=O)CSc1nnnn1Cc1ccccc1 (stereo not drawn)	-14%	0%	-3%
COc1ccc(N(CC(=O)N2CCCCCC2)S(=O)(=O)c2ccccc2[N+](=O)[O-])c(OC)c1	-8%	-2%	4%
Fc1cc(Br)ccc1NC(=S)NCCc1ccccc1	-9%	-1%	?

Taken from above.
`CCN(CC)S(=O)(=O)c1ccc(OC(C)C)c(NC(=O)c2c3c(nc4ccccc24)CCN(Cc2ccccc2)C3)c1` – KAT2A inh = -2%
`CC1CCCC(C)N1C(=O)CSc1nnnn1Cc1ccccc1` (stereo not drawn) – N370S GC = -3%
`CN=C(Nc1ccccc1)SC1CC(=O)N(c2ccc(C(=O)OC)cc2)C1=O` (stereo not drawn) – FEN1 inh = -5%
`COc1ccc(S(=O)(=O)N2CCCC2CNC(=O)C(=O)NCCc2ccccc2)cc1` (stereo not drawn) – KAT2A inh = 2%
`N#Cc1ccc(COC(=O)c2cnc(Cl)c(Cl)c2)cc1` – FEN1 inh = -13%
`CN(C)CCCNc1oc(-c2ccc(Cl)cc2)nc1S(=O)(=O)c1ccccc1` – FEN1 inh = -7%
`COC(=O)C1=C(C(=O)OC)[C@@H]2N(C)c3ccc(OC)cc3[C@@]23C[C@@H](C(=O)OC)N(C(=O)c2cc(C)oc2C)C3=N1` – FEN1 inh = 7%

Next part
molecule	FEN1 inh	KAT2A inh	N370S GC
O=c1oc2ccccc2cc1-c1cn2cc(Cc3ccc(Cl)cc3)sc2n1	6%	-1%	.
CCOc1ccc(/C(O)=C2/C(=O)C(=O)N(CC3CCCO3)C2c2cccs2)cc1 (stereo not drawn)	9%	-1%	1%
O=C(NCC1CCCO1)c1ccc(N2CCCCC2)nc1 (stereo not drawn)	-5%	-8%	-3%
O=C(NCCNC(=O)c1cc(OCC(F)(F)F)ccc1OCC(F)(F)F)Nc1ccccc1	11%	-4%	?
CCOc1nc(C)ccc1-c1noc(-c2ccccc2OC)n1	7%	-3%	-12%
COc1ccc(-c2cc3c(=O)n(CC(=O)NCc4cccnc4)ncn3n2)cc1	-17%	-5%	-1%
Cc1ccc(S(=O)(=O)N(CC(=O)N/N=C/c2cccc(C)c2)c2cccc3cccnc23)cc1	-4%	.	-2%
CCc1ccc(CNC(=O)C(=O)NCC2CCCO2)cc1 (stereo not drawn)	-11%	-7%	2%
O=C(NCc1cccnc1)c1ccc(NC(=O)c2ccc([N+](=O)[O-])cc2)cc1	9%	-7%	-5%
Cc1ccc(NC(=O)CSc2nc(C)c(C)c(C)n2)cc1S(=O)(=O)N1CCOCC1	3%	-1%	.
CCn1ccc2c(OCC(=O)Nc3ccc(OC)cc3OC)cccc2c1=O	3%	-1%	.
O=C(COc1ccccc1)N1CCNC1=O	12%	-5%	2%
CC(CNC(=O)CCC(=O)N1CCOc2ccccc21)c1ccccc1 (stereo not drawn)	13%	-18%	-5%
COc1ccc(NC(=O)CN(C)C(=O)CC2CCCC2)cc1	10%	0%	-1%
CCc1cccc(C)c1NC(=O)CSc1n[nH]c(-c2ccccc2)n1	0%	-8%	.
COc1cc(/C=C2/SC(=O)N(Cc3ccccc3)C2=O)ccc1OCc1ccncc1	-8%	-16%	12%
O=c1c(-c2ccc(Br)cc2)[n+]([O-])c2ccccc2n1OCc1ccccn1	-11%	-2%	3%
Cc1ccc(S(=O)(=O)N(C)C)cc1NC(=O)CSc1nc2ccccc2c(=O)n1CC1CCCO1 (stereo not drawn)	1%	-4%	-1%
COc1ccc(Cc2nnc(NC(=O)CSc3ccc(C)cc3)s2)cc1	1%	1%	-5%
COc1ccccc1CN(Cc1nc2ccccc2c(=O)[nH]1)S(=O)(=O)c1ccc2ccccc2c1	10%	-9%	5%
COC(=O)N1C(=O)[C@](CC(C)C)(c2ccccc2)N1C(=O)OC	2%	0%	2%
CC1CCN(C(=O)c2ccc3c(c2)N(Cc2ccccc2F)C(=O)c2ccccc2S3(=O)=O)CC1	1%	-6%	.
Cc1nc(N2CCN(c3ccccn3)CC2)c2c(C)c(C(=O)Nc3c(F)cc(F)cc3Br)sc2n1	-20%	-21%	4%
CC(=O)Cn1c(N2CCC(Cc3ccccc3)CC2)nc2c1c(=O)[nH]c(=O)n2C	-1%	-2%	-4%
CC(=O)c1cccc(NC(=O)CNC(=O)Cc2cccc3ccccc23)c1	2%	2%	.
CCOC(=O)c1ccc(N2C(=O)C(O)=C(C(C)=O)C2c2ccc([N+](=O)[O-])cc2)cc1 (stereo not drawn)	2%	-6%	-6%
COc1ccc(CCC2(C)NC(=O)N(C(C)C(=O)Nc3ccccc3F)C2=O)cc1 (stereo not drawn)	-5%	-1%	.
COc1ccc(N(CC(=O)Nc2ccc(Cl)cc2)S(=O)(=O)c2c(C)n[nH]c2C)cc1	-4%	0%	?
CSc1ccc(C(=O)C2CCCN(Cc3cccn3-c3cccnc3)C2)cc1 (stereo not drawn)	-3%	-13%	2%
O=[N+]([O-])c1ccc(-c2ccc(/C=N/Nc3nc(NCc4ccccc4)nc(N4CCOCC4)n3)o2)cc1	-15%	-5%	-3%

Next section.
compound	FEN1 inh	KAT2A inh	N370S GC
Cc1cc(OCC(=O)NCCO)ccc1Cl	2%	1%	1%
CN(c1ccccc1)S(=O)(=O)c1ccc(NC(=S)Nc2ccccc2)cc1	-12%	-1%	.
CCCCNc1ccc(C(CC(N)=O)NC(=O)Cc2cccc3ccccc23)cc1[N+](=O)[O-] (stereo not drawn)	20%	51%[activator]	-2%
CC1CCCCC1NC(=O)CSc1nnnn1-c1ccccc1 (stereo not drawn)	0%	0%	1%
CN=C(NC1CCCCC1)c1ccc([N+](=O)[O-])cc1	25%	-10%	-1%
Cc1cc(OCC(=O)NCCc2c[nH]c3ccccc23)c2c(C)cc(=O)oc2c1	?	-2%	3%
Cc1c(C(=O)NCc2cccc(Br)c2)oc2ccc3c(c12)C(=O)CC(C)(C)O3	89µM*	-7%	.
O=C(COc1ccccc1O)N1CCN(C(=O)c2ccco2)CC1	-2%	-5%	19%
Cc1ccc(NC(=O)COC(=O)C2CCC(=O)N2)c([N+](=O)[O-])c1 (stereo not drawn)	10%	-3%	-10%
O=[N+]([O-])c1ccc(O)c2ncccc12	?	5%&-7%	-9%
O=C(Nc1ccc(Cl)cc1)c1ccc(OC2CSC2)cc1	16%	-6%	-3%
COc1cc(N2CCCC2)c(OC)cc1/C=C(/C#N)c1cccc(Br)c1	-13%	0%	7%
O=C(CN1C(=O)NC2(CCOc3ccccc32)C1=O)c1ccc(Cl)s1 (stereo not drawn)	11%	-19%	.
CCCCCCSc1ccc([C@H]2N[C@@](Cc3ccccc3)(C(=O)OC)[C@H]3C(=O)N(C)C(=O)[C@@H]23)cc1	-7%	-14%	12%
CN(CC(=O)O/N=C(\N)c1ccccn1)S(=O)(=O)c1ccccc1	-3%	-1%	3%
CCOc1ccc(N2CC(C(=O)Nc3ccccc3N3CCCC3)CC2=O)cc1 (stereo not drawn)	0%	-1%	-1%
O=C(Cc1ccccc1F)NNC(=O)c1cccs1	0%	-7%	.
COc1ccc(N(CC(=O)Nc2cc(C)ccc2C)S(=O)(=O)c2ccc(OC)c(OC)c2)cc1	-3%	13%	.
COc1cc(Nc2ccc(S(=O)(=O)N3CCN(C)CC3)cc2[N+](=O)[O-])cc(OC)c1	7%	3%	-14%
O=C(CSC1=NS(=O)(=O)c2cc(F)ccc2N1)NCc1ccc(F)cc1	-3%	-7%	-4%
CCN1C(=O)[C@H]2[C@@H](c3ccc(-c4cccc(Cl)c4)c(OC)c3)N3CCCC[C@@]3(C(=O)OC)[C@H]2C1=O	-4%	-16%	.
COc1ccc(N(CC(=O)NCc2ccccc2)C(=O)Cn2nnc(-c3ccccc3F)n2)cc1OC	-5%	-27%	2%
Cc1c(C(=O)O)oc2ccc(S(=O)(=O)N(CC(C)C)CC(C)C)cc12	-2%	-8%	-7%
O=C(COC(=O)C1C2CC3OC(=O)C1C3C2)Nc1ccc(Cl)cc1 (stereo not drawn)	0%	-4%	9%
Cc1nc2c3ccccc3nc(NNC(=O)CCC(=O)NCCC(C)C)n2n1	3%	-4%	8%
COc1cc2oc(=O)ccc2cc1-c1c(OC)ccc2ccc(=O)oc12	-1%	-10%	.
COc1cc(C)c(NC(c2ccccc2)c2ccccc2)cc1OC	-13%	-5%	-5%
NC(=O)c1cccc(NC(=O)CCCCC(=O)Nc2cccc(C(N)=O)c2)c1	-17%	-1%	-5%
Cc1cc(Cl)nc2ccc(Cc3ccc4nc(Cl)cc(C)c4c3)cc12	?	1%	29%
CCN1CCN(Cc2ccc(NC(=O)c3ccc(C)c(NC(=O)c4cc(-c5ccc(Br)cc5)n[nH]4)c3)cc2C(F)(F)F)CC1	-1%	-4%	?
Cc1cccc(C(=O)Nc2ccc(O)cc2)c1	5%	2%	-1%[2.35 µM]

Two of the compounds above, with each value named.
> COc1cc(C)c(NC(c2ccccc2)c2ccccc2)cc1OC
  FEN1 inh: -13% | KAT2A inh: -5% | N370S GC: -5%

> NC(=O)c1cccc(NC(=O)CCCCC(=O)Nc2cccc(C(N)=O)c2)c1
  FEN1 inh: -17% | KAT2A inh: -1% | N370S GC: -5%

Source: PubChem
